RXFP1 agonist = qHTS Assay for Agonists of the Relaxin Receptor RXFP1 | 370,000 compounds, 0.3% hits | AID 2676, 2010 | Potency, µM (highest dose often 57.5 µM), without a hit: top-dose activation, most hits filed as activators | HEK293T-RXFP1 cAMP TR-FRET, 30 min; response scale: percent of porcine relaxin response, buffer zero; also: potency is read from the fitted curve at half-maximal effect; % is scaled to controls: 0 for no effect and ±100 for the full control effect; nearly all actives have a fitted effect of over 60% in size; many of its hits are not listed in these tables
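Agonist response is measured as cAMP accumulation in an RXFP1-transfected HEK293T line under PDE4 inhibition. Values are scaled between buffer-only and 29 nM porcine relaxin, and EC50s come from standard Hill equation fits.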
RXFP1 antag = qHTS Assay for Antagonists of the Relaxin Receptor RXFP1. Relaxin receptor 1 (Homo sapiens), Q9HBX9. HEK293-RXFP1, relaxin-stimulated cAMP HTRF, 30 min; hits give low values. activity change, negative = inhibition, % at 57.5 µM. 350,000 compounds, 0.59% hits. AID 1259400, 2018;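 active = activity change of -60% or lower, but not beyond a set lower limit; inconclusive = change between -60% and -40%, or beyond the set limit; inactive = change above -40%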; also: % is scaled to controls: 0 for no effect and ±100 for the full control effect
D1 antag = Antagonist of Human D 1 Dopamine Receptor: qHTS; 360,000 compounds, 3.2% hits; activity change, negative = inhibition, % at 10 µM; D(1A) dopamine receptor (Homo sapiens), P21728; AID 504652, 2011; HEK293 TREx D1 cells, calcium flux, dopamine EC80; hits give low values; in the data active = activity change below about -30%; also: % is scaled to controls: 0 for no effect and ±100 for the full control effect
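Calcium flux readout: force-coupled, inducible Hek293 Trex D1 line, cells induced overnight at 30 C with tetracycline, dye-loaded 30–90 min at RT. Antagonism scored against EC80 dopamine challenge given 180 s after compound.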
TRHR ag = qHTS for Small Molecule Agonists and Allosteric Enhancers of Human TRH Receptor: Primary Screen for Agonists. TRHR cells, calcium flux fluo-8, FDSS agonist mode. activation, % at 2 µM. 360,000 compounds, 0.18% hits; in the data active = activation above about 30%; also: 0% is about no effect
Target sequence (P34981 whole entry, looked up): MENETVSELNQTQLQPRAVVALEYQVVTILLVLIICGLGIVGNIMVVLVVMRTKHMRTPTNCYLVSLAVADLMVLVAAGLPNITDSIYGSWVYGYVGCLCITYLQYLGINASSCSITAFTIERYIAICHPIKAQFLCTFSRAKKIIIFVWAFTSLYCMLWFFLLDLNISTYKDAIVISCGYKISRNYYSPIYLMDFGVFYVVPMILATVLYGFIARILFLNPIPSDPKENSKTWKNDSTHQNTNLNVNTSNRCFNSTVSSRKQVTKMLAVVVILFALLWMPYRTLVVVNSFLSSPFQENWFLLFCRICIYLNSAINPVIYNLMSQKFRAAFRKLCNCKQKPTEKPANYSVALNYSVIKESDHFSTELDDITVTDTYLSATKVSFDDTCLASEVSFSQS
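TRHR-expressing cells loaded with fluo-8 calcium dye; 23 nL library compound pin-transferred, kinetic FDSS fluorescence (Ex 480/Em 530) recorded about 180 s for agonist-induced calcium release, before a 10 nM TRH EC20 addition for potentiator mode.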
D2 PAM = HTS Assay for Positive Allosteric Modulators of the Human D2 Dopamine Receptor: Primary Screen for Potentiators. D(2) dopamine receptor (Homo sapiens), P14416. HEK293 T-REx D2, calcium flux, EC20 dopamine potentiation. potentiation, % at 10 µM. 340,000 compounds, 0.34% hits;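 active = potentiation over 3 SD above the plate norm, cut at about 30% in these data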; also: 0% is about no effect
Target sequence (P14416 whole entry, looked up): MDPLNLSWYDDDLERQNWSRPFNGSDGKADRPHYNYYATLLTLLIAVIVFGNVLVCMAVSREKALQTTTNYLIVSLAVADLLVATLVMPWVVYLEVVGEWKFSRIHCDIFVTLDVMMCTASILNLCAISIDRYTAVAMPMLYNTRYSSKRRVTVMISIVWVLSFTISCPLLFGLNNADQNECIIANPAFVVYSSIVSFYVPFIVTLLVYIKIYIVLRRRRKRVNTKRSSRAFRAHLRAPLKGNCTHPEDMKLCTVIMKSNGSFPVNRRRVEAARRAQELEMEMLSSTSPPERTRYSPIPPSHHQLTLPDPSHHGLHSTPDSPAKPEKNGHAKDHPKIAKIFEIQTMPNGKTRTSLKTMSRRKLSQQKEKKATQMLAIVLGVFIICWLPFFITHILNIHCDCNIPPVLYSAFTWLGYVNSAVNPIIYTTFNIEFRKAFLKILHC
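Calcium flux readout, no-wash dye, 1 read/s. Inducible HEK293 Trex D2 line, overnight 30 C. Compound alone 180 s (agonist flags), then EC20 dopamine, another 180 s to score potentiation.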
TRHR enhancer = qHTS for Small Molecule Agonists and Allosteric Enhancers of Human TRH Receptor: Primary Screen for Enhancers; Thyrotropin-releasing hormone receptor (Homo sapiens), P34981; TRHR cells, fluo-8 calcium fluorescence, EC20 TRH enhancement; enhancement, % at 2 µM; 360,000 compounds, 0.66% hits; AID 493056, 2011; in the data active = enhancement above about 30%; also: 0% is about no effect
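Enhancer read-out: after compound pinning and an initial kinetic agonist-mode read, an EC20 of TRH (10 nM final) was injected and fluo-8 calcium signal (Ex 480/Em 530) followed at 1 s/cycle for 100 cycles in TRHR-expressing cells.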
D1 agonist = Allosteric Agonists of the Human D1 Dopamine Receptor: qHTS; activation, % at 2 µM; AID 504660, 2011; D(1A) dopamine receptor (Homo sapiens), P21728; 360,000 compounds, 1% hits; HEK293 T-REx D1 cells, calcium flux, agonist mode; in the data active = activation above about 30%; also: 0% is about no effect
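Inducible HEK293 T-REx D1 cells, force-coupled to calcium signalling, were plated at 4000 cells/well with tetracycline and held overnight at 30 C. After no-wash calcium dye loading, compound-evoked calcium rise over 180 s flagged agonists.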
D1 potentiator = Potentiators of Human D1 Dopamine Receptor: qHTS; HEK293 TREx D1 cells, calcium flux, dopamine EC20 potentiation; D(1A) dopamine receptor (Homo sapiens), P21728; 360,000 compounds, 0.036% hits; potentiation, % at 10 µM; in the data active = potentiation above about 30%; also: 0% is about no effect
Apoferritin bind = qHTS Assay for Identification of Novel General Anesthetics. Ferritin light chain (Equus caballus), P02791. apoferritin/1-aminoanthracene competitive binding, fluorescence. Potency, µM (highest dose often 77.5 µM), for inactives: top-dose activity change, negative = displacement, usual class: inhibitors. 350,000 compounds, 0.074% hits. AID 485281, 2010; also: potency is read from the fitted curve at half-maximal effect; % is scaled to controls: 0 for no effect and ±100 for the full control effect; nearly all actives have a fitted effect of over 20% in size
Target sequence (P02791 2-175 limits assumed): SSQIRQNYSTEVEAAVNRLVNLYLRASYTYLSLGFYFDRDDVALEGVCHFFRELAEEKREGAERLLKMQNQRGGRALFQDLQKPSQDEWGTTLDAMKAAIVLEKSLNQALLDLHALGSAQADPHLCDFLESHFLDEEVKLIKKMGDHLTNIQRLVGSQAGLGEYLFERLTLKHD
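Horse-spleen apoferritin (10 uM) was mixed with 50% saturated 1-aminoanthracene in PBS, exposed to compounds for 10 min at room temperature, and read for fluorescence (ex 380 nm, em 535 nm). Competitive displacement was fitted with a four-parameter Hill equation.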
The depositor's hits bear a star; ? = inconclusive; . = not tested or not shown; [ ] = dose if it differs, or a comment. Unless noted, calls follow the shape of the dose curve; as a rule, active = well fitted curve in the direction sought with a large enough effect; inconclusive = small, poorly fitted or top-dose-only effect, or another doubt; inactive = no such curve, though single readings can be large; an effect the other way counts as inactive or inconclusive. This is a subset, so the mix of outcomes need not match the whole.

SMILES	RXFP1 agonist	RXFP1 antag	D1 antag	TRHR ag	D2 PAM	TRHR enhancer	D1 agonist	D1 potentiator	Apoferritin bind
COC(=O)C1=C(c2c(C)noc2C)C[C@@H]2CC[C@H]1N2C(=O)NCc1ccc(F)cc1	-0.3%	.	9	0.4	-6	-3	1	-7	.
CCOC(=O)Cn1cc(C=C2C(=O)N(C)C(=O)N(C)C2=O)c2ccccc21	-0.9%	-5	0	-0.6	7	-3	4	0	33%
CN1C(=O)C(=Cc2ccc(N3CCCCC3)o2)C(=O)N(C)C1=S	0.9%	-4	-7	-0.3	15	2	85*	3	-6%
CCCNS(=O)(=O)c1ccc(OCC(=O)N2CCN(C)CC2)cc1	2.4%	-17	4	0.6	-22	0	1	1	4%
Oc1ccc(Cl)cc1Cc1cc(Cl)ccc1O	1.6%	-32	33	-1.5	5	-2	111*	13	?
CC(=O)OC1N=C(c2ccc(Cl)cc2)c2cc(Br)ccc2NC1=O (stereo unspecified)	-1.7%	-5	3	0.4	15	2	0	3	-20%
CN(Cc1ccccc1)Cc1ccccc1OC(=O)N(C)C	-0.4%	2	3	-0.8	4	11	0	0	-19%
COc1ccccc1OCCCn1cc(C=O)c2ccccc21	-0.5%	-17	-16	0.5	-5	-9	6	-5	-22%
COc1ccc(CCn2c(O)c(C=NCc3cccnc3)c(=O)[nH]c2=O)cc1OC	2.5%	2	17	0.1	.	-1	0	0	-11%
Fc1ccc(CNCCc2ccccc2)cc1	1.0%	1	-8	-0.1	0	3	8	-8	-13%
CCCC(CCC)C(=O)OC[N+](C)(C)CCOC(=O)C(O)(c1ccccc1)C1CCCC1 (stereo unspecified)	2.1%	-10	-4	0.4	-4	3	16	15	-8%
COc1cc2c(cc1OC)C(C1c3cc4c(cc3CCN1C)OCO4)OC2=O (stereo unspecified)	0.1%	4	6	0.6	0	-7	1	-3	3%
CC(C)CN1CCN(Cc2ccc(C(F)(F)F)cc2)CC1CCO (stereo unspecified)	-3.2%	-23	11	0.3	-24	4	5	1	4%
Cc1ccc(-c2nn3c(=O)cc(CN4CCN(C(=O)COc5ccc(C)c(C)c5)CC4)nc3s2)cc1	-1.2%	.	6	-0.5	12	2	-2	-1	-3%
Cc1ccc(-n2nc(C)c3c2NC(=O)CSC3c2ccc(O)cc2)cc1Cl (stereo unspecified)	-0.2%	-3	1	-0.2	8	0	-1	0	46%[activator]
CCOC(=O)[C@]1(C#N)[C@@H]2C=CC(C(C)=O)=CN2[C@@H](C(N)=O)[C@@H]1c1ccsc1	1.1%	-14	5	2.9	-13	-2	5	-4	0%
CN1CCC(O)(c2ccccc2)C(C(=O)c2ccccc2)C1 (stereo unspecified)	1.5%	0	5	1.0	-12	4	4	-2	-13%
O=C1NC(=O)N(CCc2ccc(F)cc2)C(=O)/C1=C\C=C\c1ccccc1	-4.2%	-18	11	2.4	-1	0	6	5	0%
O=C(Nc1ccc(Cl)c(Cl)c1)O/N=C/c1ccncc1	4.1%	-13	-28	-0.6	0	6	28	-7	?
O=C(NC1CC1)c1cn(Cc2ccccc2)nc1-c1ccccc1	-0.8%	13	56	-0.2	11	6	2	5	.

Of the compounds above, these have four or more nitrogen atoms.
SMILES	RXFP1 agonist	RXFP1 antag	D1 antag	TRHR ag	D2 PAM	TRHR enhancer	D1 agonist	D1 potentiator	Apoferritin bind
COc1ccc(CCn2c(O)c(C=NCc3cccnc3)c(=O)[nH]c2=O)cc1OC	2.5%	2	17	0.1	.	-1	0	0	-11%
Cc1ccc(-c2nn3c(=O)cc(CN4CCN(C(=O)COc5ccc(C)c(C)c5)CC4)nc3s2)cc1	-1.2%	.	6	-0.5	12	2	-2	-1	-3%

More results follow.
SMILES	RXFP1 agonist	RXFP1 antag	D1 antag	TRHR ag	D2 PAM	TRHR enhancer	D1 agonist	D1 potentiator	Apoferritin bind
Cc1ccc(-n2c(O)c(C=NCCC3=CCCCC3)c(=O)[nH]c2=O)cc1	-1.1%	-39	8	0.5	.	8	-1	-1	?
COc1ccc(CCNCc2c(OC)ccc3ccccc23)cc1	6.1%	-7	0	-1.0	8	8	73*	-6	-13%
CN1CC(C(=O)c2ccccc2)C(C(=O)c2ccccc2)C1 (stereo unspecified)	2.5%	-11	7	0.0	14	-4	-2	-3	?
Cc1cccc2c(CCN)c[nH]c12	-0.1%	3	16	0.8	-17	5	0	-1	-4%
CCOc1cc(CNC(C)C(O)c2ccccc2)cc(Cl)c1OCC (stereo unspecified)	-0.9%	-10	-6	1.3	-25	3	39*	-5	-9%
Fc1ccc(C2N3CCCN23)cc1 (stereo unspecified)	-2.2%	13	6	-2.2	5	3	12	2	4%
O=C(Cn1cnc2sc3c(c2c1=O)CCCC3)NCCCC(=O)N1CCC2(CC1)OCCO2	14%	-12	.	0.0	6	27	-3	-2	-13%
O=C(C(=O)N1CCOCC1)c1cn(Cc2ccccc2F)c2ccccc12	-5.1%	-4	7	0.2	4	-5	1	-3	-3%
O=[N+]([O-])c1ccc(NCc2ccccc2)c2nonc12	5.9%	6	-59*	215*	-21	-28	593*	-2	-2%
CCCC1=C(C(=O)OCC)C2(C(=O)Nc3ccc(C)cc32)C(C#N)=C(N)O1 (stereo unspecified)	-0.1%	10	13	-0.9	19	2	1	4	1%
C[N+]1(C)C2CCC1CC(OC(=O)c1ccco1)C2 (stereo unspecified)	0.0%	-2	-10	0.5	-5	-10	1	2	-10%
C=CCn1c(O)c(C(C)=NCCN2CCCCC2)c(=O)[nH]c1=O	-0.6%	0	-7	0.6	-24	-4	4	0	-5%
COC(=O)[C@@]1(C#N)[C@@H]2C=CC(C(C)=O)=CN2[C@@H](C(N)=O)[C@@H]1c1ccc(F)cc1	-0.5%	6	9	3.7	.	2	5	0	-12%
COC(=O)C1=C(c2ccc3ccccc3c2)C[C@@H]2CC[C@H]1N2C(=O)NC(C)C	0.3%	.	-3	-0.7	-2	2	-1	1	.
O=C(NC(=S)N1C[C@H]2C[C@H](C1)c1cccc(=O)n1C2)c1ccc(Cl)cc1	-0.1%	.	-7	-0.3	2	-4	3	0	-10%
COC(=O)c1ccc(C(C(=O)NC2CCCCC2)N(CCN2CCOCC2)C(=O)Cc2cccs2)cc1 (stereo unspecified)	-0.2%	9	-8	-0.1	-14	-5	1	-7	0%
Cn1nc(N)c2c1N=P(N1CCOCC1)(N1CCOCC1)N=C2c1ccccc1	0.2%	1	8	-0.4	5	-3	1	-1	-11%
C=CCn1c(O)c(C(CC)=NCC2CCCO2)c(=O)[nH]c1=O (stereo unspecified)	-0.4%	-2	-2	0.4	-1	1	0	1	2%
COc1ccc2c(c1)cc(C(=O)N[C@@H](Cc1ccccc1)C(=O)N[C@@H](C)C(=O)O)n2C	4.5%	0	6	-0.4	18	1	3	-4	55%[activator]
CCN1CCN(c2cn[nH]c(=O)c2Cl)CC1	2.5%	-22	1	0.1	.	18	5	-4	-1%
Cc1ccccc1C(O)(Cc1ccccc1)C1CN2CCC1CC2 (stereo unspecified)	1.5%	-6	2	0.1	7	5	14	-2	-14%
O=C(O)c1ccc(NC(=O)N2C[C@H]3C[C@@H](C2)c2cccc(=O)n2C3)cc1	3.3%	.	-10	-1.4	-4	5	2	-2	-4%
CCC(=O)CC(c1ccc([N+](=O)[O-])cc1)c1c(O)c2ccccc2oc1=O (stereo unspecified)	-2.2%	14	3	-0.5	19	-4	2	3	-6%
C[n+]1ccc(-c2ccncc2)cc1	0.0%	-2	-5	1.1	-1	-2	0	-5	-7%
NC(=O)c1cccc(-c2cccc(OC(=O)NC3CCCCC3)c2)c1	0.8%	-8	-12	-0.7	0	-4	3	-4	?
Cc1noc(C)c1C(=O)N1CCC2(CC1)OCCO2	8.8%	1	11	-0.3	-7	-3	3	-3	-5%
CC(=O)OC1N=C(c2ccccc2)c2ccccc2NC1=O (stereo unspecified)	-0.6%	8	-17	0.3	11	4	4	-7	-21%
Cc1ccc(C(=O)NC(O)C(Cl)(Cl)Cl)cc1 (stereo unspecified)	0.2%	12	1	0.9	-8	1	0	-1	-11%
CCOP1(=S)Oc2cc3c(cc2C(C(=O)OC)(C(F)(F)F)O1)OCO3 (stereo unspecified)	0.2%	2	-10	-0.1	-11	-9	4	-3	3%
OC[C@H]1O[C@@H](n2cnc3cc(Cl)c(Cl)cc32)[C@H](O)[C@@H]1O	-0.1%	.	2	-0.5	-1	-6	-2	-4	.
Cc1[nH]n(-c2ccccc2)c(=O)c1C(c1ccc([N+](=O)[O-])cc1)c1c(C)[nH]n(-c2ccccc2)c1=O	-0.2%	-11	-21	0.0	-5	10	4	0	-8%
CC(C)(C)N1Cc2ccccc2C1=N	0.9%	2	-1	1.0	-4	-2	3	-2	2%
CCn1c(C)c(C(=O)NCCc2ccccc2)c2cc(OC)ccc21	0.0%	-5	2	-0.8	4	2	0	-3	7%
O=C(O)CCn1cc(C=C2C(=O)NC(=S)NC2=O)c(-c2cccc(Br)c2)n1	-0.7%	-4	6	-0.2	-3	5	2	-5	-21%
Cc1nc2c(c(C)nn2-c2ccccc2)c(C)c1CCC(=O)N1CCC2(CC1)OCCO2	1.1%	0	7	0.5	2	0	2	-4	-6%
O=C(NCNC(=O)NC1C(=O)NC(=O)N1CO)NC1C(=O)NC(=O)N1CO (stereo unspecified)	-0.4%	.	29	-1.3	0	3	-2	-3	.

Some entries already given, reduced to RXFP1 agonist, Apoferritin bind and D1 antag.
smiles	RXFP1 agonist	Apoferritin bind	D1 antag
Cc1ccc(C(=O)NC(O)C(Cl)(Cl)Cl)cc1 (stereo unspecified)	0.2%	-11%	1
CCOP1(=S)Oc2cc3c(cc2C(C(=O)OC)(C(F)(F)F)O1)OCO3 (stereo unspecified)	0.2%	3%	-10
OC[C@H]1O[C@@H](n2cnc3cc(Cl)c(Cl)cc32)[C@H](O)[C@@H]1O	-0.1%	.	2

Bioassay records: PubChem BioAssay, National Center for Advancing Translational Sciences (NCATS)
